# Pf Dd2 inh: blocks in vitro growth of P. falciparum Dd2 | AID 1347417 | P. falciparum Dd2 growth, SYBR Green, 72 h | Potency, µM (doses to about 28.9 µM), for the others: top-dose activity, negative = inhibition, actives largely listed as inhibitors | 120,000 tested, 4.3% active; active = well fitted inhibition curve with a large enough effect; inconclusive = small, poorly fitted or top-dose-only effect; inactive = no such curve, though single readings can be large or run the other way;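 also: plate controls were DMSO vehicle for no effect and reference drug for full effect; nearly all actives have a fitted effect of over 65% in size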
#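 Infected erythrocytes (Dd2, 0.3% parasitemia, 2.5% hematocrit final) are added to compound in RPMI-1640/Albumax II medium, grown 72 h at 37C in low oxygen, then lysed with saponin/Triton-X containing SYBR Green and read by fluorescence.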
# Numbers without * were called inactive; i = inactive; ? = inconclusive; [ ] = dose if it differs, or a comment. Potency is read from the fitted curve at half-maximal effect. These rows are one share of the data, so the mix of outcomes need not match the whole.
SMILES,Pf Dd2 inh
OC(c1nc(Nc2cccc(F)c2)n[nH]1)C1CC1 (stereo not given),37.1%[44.1 µM]
COc1ccccc1-c1nc(CNC(=O)NC2CCCCC2)c(C)o1,53.9%[activator]
Cc1noc(-c2ccn3c(CNC(=O)c4ccc(F)cc4Cl)nnc3c2)n1,-22.2%
c1ccc(CN2CCCC3(CC(c4ccccn4)=NO3)C2)cc1 (stereo not given),-3.7%
CCOc1ccccc1CNC(=O)[C@@H]1CN(S(C)(=O)=O)C[C@H]1c1ccncc1,2.1%
COc1ccccc1NC(=O)CSc1nnc2c3ccccc3n(C(C)C)c2n1,?
COc1ccc(C(=O)N[C@@H]2CCC[C@@H]2C(=O)N2CCN(c3cccc(OC)c3)CC2)cc1,?
COc1cc(NC(=O)c2nc3ccccc3nc2N2CCCCC2)cc(OC)c1OC,?
COc1cc(CN2Cc3ccccc3C2)ccc1OCC(O)CN1CCOCC1 (stereo not given),?
COc1ccc(OCC(=O)Nc2cccc(C(=O)OCc3cc(=O)n4nc(C)sc4n3)c2)cc1,-16.9%
O=C(c1ccccc1)N1C[C@@H]2C[C@H](C1)c1ccc(-c3ccc(Cl)cc3)c(=O)n1C2,?
CNC(=O)CCn1ncc2cc(OCc3ccccc3-c3cccnc3)ccc21,69.5%[activator][44.1 µM]
Cc1cc(C)cc(N2C(=O)CC(c3ccc(C(F)(F)F)cc3)C3=C2COC3=O)c1 (stereo not given),29.8%
Cn1ccnc1CN1CCN(C(=O)[C@H]2CNC[C@H](C(=O)N3CCOCC3)C2)CC1,-0.5%
CCOc1cccc(CNCCNC(=O)c2nonc2N)c1,?
CCOC(=O)C1CCCN(C(=O)c2ccc3c(c2)N(Cc2cccc(Cl)c2)C(=O)c2ccccc2S3(=O)=O)C1 (stereo not given),?
Cc1ccc(C)c(CN2CCCN(Cc3ccc(F)cc3)S2(=O)=O)c1,23.9%
COc1ccc(CNC(=O)c2cnc3sc(N4CCCC4)nn3c2=O)cc1OC,22.1%
Cc1cccc(C(=O)N2CCC3(CC2)OCC(C(=O)N2CCCC2)N3C(=O)c2ccc(F)cc2)c1 (stereo not given),-7.1%
CCOc1ccccc1NC(=O)c1nnn(CC(=O)Nc2ccc(OC)c(OC)c2)c1N,i
O=C(O)CCC(=O)N1Cc2ccccc2CC2(CCCCN2Cc2ccncc2)C1 (stereo not given),12.6%
O=C(CCC1CCCN(S(=O)(=O)c2ccc(F)cc2)C1)NC1CCS(=O)(=O)C1 (stereo not given),1.2%
CCCNC(=O)N(C1CCOCC1)C1CCN(C(=O)c2ccc(Cl)cc2OC)CC1,-21.0%
Clc1cc(NCc2cccs2)n2nccc2n1,-23.8%[44.1 µM]
CC(C)n1cnnc1CC1CCCN(C(=O)COc2ccccc2)C1 (stereo not given),2.2%

# Next results
SMILES,Pf Dd2 inh
CCN(CC)S(=O)(=O)c1nnc(NC(=O)COc2ccc(C)cc2)s1,-1.1%
CCN(CC)Cc1nc(C2(O)CCN(CC3CC3)CC2)cs1,-22.2%[44.1 µM]
Cc1nc(N2CCC(NC(=O)Cc3ccc(Cl)cc3)CC2)cc(C(F)(F)F)n1,i
O=C1CC(c2ccccc2)N(C(=O)C2CC2)CCCN(C(=O)c2ccc3cc[nH]c3c2)CCN1 (stereo not given),?
Cc1ccn(CC(=O)N2CCCCCCNC(=O)[C@@H]3CCCC[C@@H]32)n1,4.8%
COC[C@@H]1CN(C(=O)Cn2nc(C)cc2C)C[C@H]1c1ccncc1,9.4%
COc1ccccc1C(=O)N1CCn2c(nnc2C2CCCNC2)C1 (stereo not given),12.7%
CCN(CC)C(=O)C(C)[C@@H]1CC[C@@]2(C)CC[C@H](NC(=O)c3cnccn3)[C@@H](C)[C@@H]2[C@H]1O (stereo not given in full),?
O=[S+]1([O-])NCC2(CCN(Cc3cccs3)CC2)Oc2ncccc21,?
CCC(=O)N1CCc2cc(CNC(=O)c3cccc(N(C)C)c3)ccc21,20.2%
CC(C)(C)CC(=O)N1CCC2(CC1)C(=O)N(CC(=O)Nc1ccccc1)CN2c1ccccc1,?
CN(C)C(=O)N1CCN(c2ccc(C=O)cc2)C(=O)C1,1.7%[44.1 µM]
COc1ccc(OCC(=O)N2CCN(Cc3cccc(OC)c3OC)CC2)cc1,-10.1%
CC(=O)N1CCCC2(C1)CN(C)c1ccc(C(=O)NCCc3ccccc3)cc12 (stereo not given),13.0%[44.1 µM]
CCNC(=O)N1CCc2nc(OCCOC)ccc2C1,27.7%
COCC(=O)N1CCC2(CC1)OC(=O)N(Cc1cccc(OC)c1)C2(C)c1cccnc1 (stereo not given),-10.2%[44.1 µM]
CN(Cc1ccccc1)Cc1cn([C@H]2CO[C@H]3[C@@H]2OC[C@@H]3NC(=O)c2ccco2)nn1,1.6%[44.1 µM]
Clc1ccccc1C1(c2ccnc(NCc3ccccc3)n2)CCNCC1,4.47µM*
CC(C)(Oc1nn(CC2CC2)c2ccc(CN3CCCC3)cc12)C(=O)Nc1cccnc1,?
CCOC(=O)c1c(C)c(-c2ccccc2)n(CC(=O)Nc2ccc(OCC)cc2)c1C,5.3%
O=C(CCC[C@@H]1[C@H]2CCCN3CCC[C@@H](CN1Cc1cccnc1)[C@@H]23)N1CCN(C2CCCC2)CC1,-20.4%
CCCCCNc1ncnc2c1CN(C1CCNCC1)C(=O)CN2C,-12.8%
Cc1ccc(NC(=O)CCNS(=O)(=O)c2cccs2)cc1F,27.2%
COc1ccc(S(=O)(=O)NC[C@@H]2C=C(C)[C@H](CC(=O)N(C)Cc3cccnc3)C[C@H]2C(C)C)cc1,?
Cc1cc(C)n(C2CCN(C(=O)CCc3cc4n(n3)CCNC4)C2)n1 (stereo not given),16.8%

# (cont.)
SMILES,Pf Dd2 inh
CCCCCn1c(-c2ccc(OC)c(OC)c2)nc2ccccc21,?
CCOC(=O)c1[nH]c2ccccc2c1NC(=O)c1ccc(OC)c(OC)c1,-10.9%
CN1[C@H]2CC[C@@H]1CN(C(=O)c1cc(-c3ccc(O)cc3)n[nH]1)CC2,-21.1%
C[C@]1(O)CCN(C(=O)c2cccc(Cn3cccn3)c2)C[C@@H]1O,-2.9%
O=C1CC2CCN(C(=O)c3ccc(C(F)(F)F)cc3)CC2CCN1 (stereo not given),15.9%
O=C(N[C@@H]1CN(Cc2cn[nH]c2-c2ccccc2)C[C@H]1CO)C1CC1,19.7%
COc1ccc(CCNc2ncnc3c2CN(c2ccc(C)cc2)C(=O)CN3C)cc1,-10.8%
O=C(Nc1cccc(C(F)(F)F)c1)N1CCC(n2cnnc2C2CC2)C1 (stereo not given),47.5%[activator]
CN1Cc2ccc(NCc3ccccc3)nc2C(C)(C(=O)NCCOc2ccccc2)C1 (stereo not given),-7.2%[44.1 µM]
c1ccc(OCCC2CCNC2)cc1 (stereo not given),i
O=C1CCSc2ccc(S(=O)(=O)N[C@H]3C[C@@H]4OCC[C@H]34)cc2N1,-23.3%
CCCNC(=O)c1cnn2c(C)c(Cc3c(C)cc(C)cc3C)c(C)nc12,?
COc1ccccc1C(=O)N1CCc2nc(C)nc(-c3ccc(Cl)cc3)c2C1,-6.4%
C=CCNC(=O)N[C@H]1CO[C@H]2[C@@H]1OC[C@@H]2Nc1nccc(C2CCCC2)n1,-5.3%[44.1 µM]
Cc1ccc(CSCC(=O)N2CCN(c3cc(Cl)ccc3C)CC2)cc1,i
CC(C)c1ccc(NC(=O)c2ccc3oc(=O)c(S(=O)(=O)c4ccc(F)cc4)cc3c2)cc1,i
COCC(=O)N[C@H]1C[C@@H](CO)N(Cc2cc(F)c(F)c(F)c2)C1,i
Cc1ccccc1NC(=O)CSCn1nnc2c(=O)[nH]c(Cc3ccc(F)cc3)nc21,18.5%
COc1cc(SC)ccc1C(=O)N[C@@H]1C=C(C(=O)N[C@@H](Cc2cccs2)C(N)=O)C[C@@H](O)[C@@H]1O,-4.5%
Cc1noc(-c2ccccc2Cl)c1C(=O)NCCCCc1ccccc1,i
O=C(Nc1cccc(C(=O)OCc2cc(=O)n3nc(C4CC4)sc3n2)c1)c1cccc(F)c1,-27.5%
Cc1c(C)n(Cc2ccccc2)c2ccc(C(=O)NCCc3ccccc3Cl)cc12,-18.1%
O[C@@H]1CCN(Cc2nc(C3(O)CCN(Cc4ccccc4)CC3)cs2)C1,-6.6%[44.1 µM]
COc1cc(OC)c(C(=O)N2CC[C@H](CO)[C@@H](O)C2)cc1OC,-2.6%
CCN(C(=O)c1cc2c(s1)-c1ccccc1OC2)c1cc(Cl)ccc1OC,?

# (further entries)
SMILES,Pf Dd2 inh
COc1cccc(-c2nc(C(N)=O)c3c(n2)n(-c2ccc4c(c2)OCO4)c(=O)n3C)c1OC,30.7%[activator]
CCCOc1ccc(C(=O)Nc2ccc(-c3cc4ccccc4oc3=O)c(C)c2)cc1,?
CCC(C)NC(=O)C1CCN(C(=O)c2nnn3c2COC(c2ccc(C)cc2)C3)CC1 (stereo not given),i
COc1cc(CN2CCC(CO)(CN3CCCC3)CC2)ccc1F,7.94µM*
CC(C)NC(=O)NC[C@H]1C[C@@H]2CCN1C[C@@H]2c1cc(-c2ccc3ccccc3c2)nn1C,6.31µM*
O=C(C[C@H]1NC(=O)c2ccccc2NC1=O)Nc1ccc(C(F)(F)F)cc1,-16.7%
Cc1ccc(-c2nc(SCC(=O)N3CCc4ccccc43)c3c(=O)n(C)c(=O)n(C)c3n2)cc1,11.3%
O=C(O)c1ccc(CC2CCN(C(=O)CCn3cccc3)C2)cc1 (stereo not given),-13.5%
O=C(C1CC1)N1CCCC2(CN[S+](=O)([O-])c3cccnc3O2)C1 (stereo not given),13.4%
COc1cc(CN2C[C@@H](CO)[C@H](NC(=O)c3cccnc3)C2)ccc1F,-9.2%
O=C1CCN(C(=O)C2CCN(C(=O)c3ccc4ccccc4n3)CC2)CCCCCCN1,i
CCCN(CC1CCOC1)S(=O)(=O)c1cc(F)ccc1OC (stereo not given),i[5.79 µM]
COC1CCN(c2ccc3nnc(-c4ccccn4)n3n2)CC1,-11.2%[44.1 µM]
COc1cc(OC)c(NC(=O)C(NS(=O)(=O)c2cccc3nsnc23)c2ccccc2)cc1Cl (stereo not given),29.0%
CCc1nn(CC(=O)NCCCN2CCN(CC)CC2)c(=O)c2cc3occc3n12,31.0%
COc1cc(OC)c(NC(=O)N2CCN3CCCCC3C2)cc1Cl (stereo not given),68.4%[activator]
Cn1cc(-c2cccc(CO)c2)c2nc(CNc3ccccc3)cn2c1=O,i
O=C(Cn1ccn2nc(-c3ccccc3)c(CO)c2c1=O)NCCc1ccc(Cl)cc1,-6.0%
Cc1nc(N2CCN(C(=O)c3ccoc3)CC2)cc(C(F)(F)F)n1,?
N#CC1(c2ccccc2)CCN(C(=O)c2cn(CC3CCCNC3)nn2)CC1 (stereo not given),i
O=C(CCc1ccccc1)NCc1ccc2c(c1)CCN2C(=O)c1ccccc1,i
COc1cc(SC)c(OC)cc1CN1CCC2(CC(=O)NC2=O)C1 (stereo not given),-12.8%
O=C(N[C@H]1C[C@@H]2C(=O)N[C@H]3CCN(C(=O)C4CCCC4)[C@@H]3C(=O)N2C1)c1ccc(F)c(Cl)c1,?
COCCO[C@H]1C(=O)N(C2CCN(C(=O)NC(C)C)CC2)[C@H]1c1ccncc1,-15.3%
COc1ccc(CCNc2ncnc3c2CN(c2ccccc2)C(=O)CN3C)cc1,-20.2%

# Next section.
SMILES,Pf Dd2 inh
CNC(=O)[C@@H]1CN(C(=O)c2ccc(Cl)cc2)C[C@H]1CO,-7.0%
COc1cc(NC(=O)N2C[C@@H]3C[C@H](C2)c2ccc(NC(=O)c4ccc(F)cc4)c(=O)n2C3)cc(OC)c1,i
COc1ccc(Cc2nc3c4cnn(-c5cccc(F)c5)c4ncn3n2)cc1,i
CCOC(=O)c1c(C)[nH]c(CCC(=O)NCc2cc(OC)c(OC)c(OC)c2)c1C,-4.0%
CC(C)n1ccc2c(NC(=O)Cn3nc4c(cc3=O)CCCCC4)cccc21,-26.1%
COc1cccc(-c2cc3c(ccn3CC3CCN(C)CC3)c(N3CCOCC3)n2)c1,6.31µM*
COc1ccc(C(=O)NC[C@H]2C[C@@H]3CCN2C[C@@H]3c2cc(C3CCCCC3)nn2C)cc1,?
CN1C(=O)CC(C(=O)O)C12CCN(Cc1cncs1)CC2 (stereo not given),-0.4%
CN(C)c1cccc(C(=O)N2CCCN(c3cc(-c4ccc(F)cc4)[nH]n3)CC2)c1,-7.5%
COc1ccccc1CNC(=O)c1ccc(Cn2c(SCc3ccccc3)nc3cccnc32)cc1,8.91µM*
CCOC(=O)C(C)NC(=O)C1CCN(c2ncnc3c2nc2n3CCCCC2)CC1 (stereo not given),25.4%
O=[S+]1([O-])NCC2(CCN(CC3CC3)CC2)Nc2ccccc21,?

# Screens (PubChem BioAssay)
